High-throughput results from PubChem BioAssay.
dFosB act – activators of delta FosB homodimer, primary screen, biochemical, fluorescence polarization, TAMRA-CDK5 oligo, single point. AID 493131, 2011. purified delta FosB; percent of positive-control signal above neutral wells. activation, % at 25 µM. actives 0.99% (n = 340,000). Protein FosB (Mus musculus), P13346;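 active = mean activation above about 17%, with every replicate also reaching it, limit read from the data, passing the limit was not always enough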;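 note: fluorescence polarization rise as delta FosB binds a TAMRA Cdk5 AP-1 oligo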
Target sequence (P13346 whole entry, looked up): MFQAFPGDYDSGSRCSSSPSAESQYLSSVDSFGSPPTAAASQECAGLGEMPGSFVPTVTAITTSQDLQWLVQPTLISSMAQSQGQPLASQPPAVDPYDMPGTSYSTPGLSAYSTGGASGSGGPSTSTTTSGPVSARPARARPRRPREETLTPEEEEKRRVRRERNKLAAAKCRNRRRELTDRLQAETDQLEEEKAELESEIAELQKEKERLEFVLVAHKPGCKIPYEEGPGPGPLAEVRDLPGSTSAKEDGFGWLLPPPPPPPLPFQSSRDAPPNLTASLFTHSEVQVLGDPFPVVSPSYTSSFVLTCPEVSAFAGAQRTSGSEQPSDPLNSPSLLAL
CDK5 inh – inhibitors of human CDK5/p35 kinase, primary screen, biochemical, single concentration | Cyclin-dependent kinase 5 (Homo sapiens) + Cyclin-dependent kinase 5 activator 1 (Homo … | Recombinant CDK5/p35, ADP-Glo luminescence, 60 min | inhibition, % at 10 µM | actives 0.01% (n = 330,000) | AID 488839, 2010;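 active = highest replicate inhibition of at least 50% and at least 75% of replicates reaching 50%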;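 note: plate controls were DMSO neutral control for no effect and GW8510 at 10 µM for full effect; many of its hits are not listed in these tables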
Target sequence (Q00535 whole entry, looked up): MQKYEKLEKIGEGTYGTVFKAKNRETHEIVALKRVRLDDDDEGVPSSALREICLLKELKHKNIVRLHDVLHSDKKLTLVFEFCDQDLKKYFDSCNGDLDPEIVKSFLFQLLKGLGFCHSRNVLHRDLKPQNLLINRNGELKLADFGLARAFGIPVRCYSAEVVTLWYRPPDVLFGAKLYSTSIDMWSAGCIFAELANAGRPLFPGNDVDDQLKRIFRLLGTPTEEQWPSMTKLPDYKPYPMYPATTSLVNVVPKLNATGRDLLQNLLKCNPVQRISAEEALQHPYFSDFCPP
Target sequence (Q15078 whole entry, looked up): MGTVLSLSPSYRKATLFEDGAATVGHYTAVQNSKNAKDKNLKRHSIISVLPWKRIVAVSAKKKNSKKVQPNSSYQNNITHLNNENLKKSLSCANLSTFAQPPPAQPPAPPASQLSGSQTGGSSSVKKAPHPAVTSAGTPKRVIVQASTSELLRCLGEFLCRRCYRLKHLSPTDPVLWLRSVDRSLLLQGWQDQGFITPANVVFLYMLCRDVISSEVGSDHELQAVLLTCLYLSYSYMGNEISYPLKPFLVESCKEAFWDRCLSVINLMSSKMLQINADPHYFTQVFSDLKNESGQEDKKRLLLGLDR
CAL PDZ FP-1 – untagged CAL PDZ binding inhibitors, primary screen, biochemical, fluorescence polarization, HTS | AID 602252, 2012 | Golgi-associated PDZ and coiled-coil motif-containing protein (Homo sapiens), Q9HD26 | purified CAL PDZ, TMR-peptide fluorescence polarization, 1 h | actives 0.92% (n = 300,000) | inhibition, % at 24.9 µM;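 active = mean inhibition of at least 30% with at least half of replicates also reaching 30%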;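 note: 0% = DMSO neutral control and 100% = excess unlabeled competitor peptide PRC23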
CAL PDZ FP-2 – CAL PDZ peptide-binding inhibitors, primary screen, biochemical, fluorescence polarization, Cer-tagged CAL PDZ, HTS; AID 504414, 2011; inhibition, % at 20 µM; purified CAL PDZ, TMR-peptide fluorescence polarization, 1 h; actives 0.02% (n = 330,000); Golgi-associated PDZ and coiled-coil motif-containing protein (Homo sapiens), Q9HD26;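 active = highest replicate inhibition of at least 40%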;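 note: plate controls were DMSO neutral control wells for no effect and unlabeled competitor peptide control wells for full effect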
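Test system: purified CerCALP PDZ construct; Compound dosing: one concentration, 20 µM compound; Also added: TMR-labelled reporter peptide T*-PRC34 bound in PDZ groove; Read-out: inhibition from polarization loss; Controls: unlabelled peptide and DMSO controls; Signal: FP readout, S and P plane fluorescence; Incubation: 1 h at RT.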
Rtt109 Vps75 – inhibitors of C. albicans Rtt109/Vps75 HAT, primary screen, biochemical, ThioGlo CoA-SH fluorescence, plate reader | inhibition, % at 34.9 µM | purified Rtt109/Vps75, 4 h | Histone acetyltransferase RTT109 (Candida albicans (strain SC5314 / ATCC MYA-2876)), … | actives 0.16% (n = 330,000);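 active = inhibition of at least 50% in every replicate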
V-ATPase pHluor – regulators of yeast V-ATPase proton pumping, primary screen, pHLuorin cytosolic pH fluorescence; S. cerevisiae; response, % at 10 µM; actives 0.37% (n = 350,000); in the data active = response mostly above about 7.3%, no sharp cut-off; inactive = mostly below about 5.4%; note: actives read high; inactives centre near 0; some compounds called inactive have numbers as strong as hits
cardiac RTF act – cardiac RTF calcium sensitivity activators, primary screen, biochemical, IANBD-TnC fluorescence, EC20 calcium. Troponin I, cardiac muscle (Homo sapiens) + Troponin T, cardiac muscle (Homo sapiens) + …. IANBD-labeled TnC RTF fluorescence at EC20 calcium; 0% EC20 calcium, 100% full calcium. activation, % at 7.2 µM. actives 0.24% (n = 340,000). AID 493008, 2010;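 active = activation above the mean over all tested compounds plus 3 SD, cut at about 30% in these data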;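 note: rise in fluorescence read as greater calcium sensitivity of cardiac thin filaments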
Tat export inh – E. coli Tat export inhibitors, primary screen, MC4100, TorA-mCherry reporter, fluorescence, single point; inhibition, % at 10 µM; actives 0.036% (n = 340,000); AID 488895, 2010;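 active = mean replicate inhibition at least 50% and at least half of replicates individually reaching 50%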;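 note: exported cargo escapes ClpAP degradation while cytoplasmic cargo is degraded and loses fluorescence; 0% = median of neutral control wells and 100% = median of NaSCN control wells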
Wnt bcat act – Wnt/beta-catenin pathway activators, primary screen, cell-based, plate reader, single point. Wnt/beta-catenin reporter cell assay, activator. activation, % at 9.35 µM. actives 1.2% (n = 300,000). AID 743398, 2014; in the data active = activation above about 30%, passing the limit was not always enough;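 note: 0% = neutral control wells and 100% = positive control wells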
MITF act – activators of MITF-driven TRPM1 promoter reporter, primary screen, cell-based, SK-MEL-5, luciferase, single point | SK-MEL-5 TRPM1-promoter luciferase, 24 h; % of positive control, neutral wells = 0 | activation, % at 12.5 µM | actives 0.75% (n = 300,000);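 active = mean activation of at least 80% with every replicate also reaching 80%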;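 note: 0% = neutral control wells and 100% = parthenolide positive control wells; values of inactives mirror those of a sister screen read the other way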
* hit, by the source's call; nt = no result given.

SMILES	dFosB act	CDK5 inh	CAL PDZ FP-1	CAL PDZ FP-2	Rtt109 Vps75	V-ATPase pHluor	cardiac RTF act	Tat export inh	Wnt bcat act	MITF act
CCOC(CCNC(=O)c1cc2c(=O)[nH]c3ccccc3c2s1)OCC	-21	-1.6	-2	-3.3	-6	2	0	4	1	0
CCCc1nc(SCC(=O)Nc2ccccc2)c2c(=O)n(C)c(=O)n(C)c2n1	-6	0.0	-1	-0.1	2	1	0	-9	0	-2
CCc1ccc(C(C)(O)C(CN2CCOCC2)c2ccccc2)cc1 (stereo unspecified)	-8	-1.2	nt	-1.1	-1	0	2	-7	2	0
O=C1C(=Cc2ccco2)CCCC1=Cc1ccco1	-8	2.2	-2	0.3	-2	1	18	-2	3	53
O=C(COC(=O)C1=COCCO1)NC1CCCCCCC1	-2	1.2	3	-0.2	-19	4	1	-4	-1	-7
CSCCC(NC(=O)COc1ccccc1)C(=O)NCC1COc2ccccc2O1 (stereo unspecified)	-8	-1.0	-8	0.1	20	1	-2	2	0	-4
Cc1nc(-c2ccc(F)cc2)c(CC(=O)N2CCN(S(=O)(=O)c3cccc(Cl)c3)CC2)s1	-8	-0.5	0	-2.4	20	0	-3	6	4	-2
O=C(NCC(=O)N1CCCCCC1)c1ccc(Cl)cc1	-3	1.3	-3	-6.3	3	3	4	0	7	nt
COc1ccc(S(=O)(=O)N2CCC(C(=O)NCCc3ccccc3)CC2)cc1OC	-1	0.3	3	-0.5	-1	-5	-1	8	nt	-8
O=C(CCN1C(=O)/C(=C/c2ccc(Cl)cc2)SC1=S)NCCCn1ccnc1	10	nt	-5	-0.6	-2	3	-1	11	-2	8
O=C1CCC(c2ccc(-n3ccnc3)cc2)=NN1	4	0.1	-2	0.6	2	-1	-1	24	-9	4
O=C(NC1CCCCCC1)c1ccc(CS(=O)(=O)Cc2ccc(F)cc2)o1	-2	1.7	-3	-1.3	1	2	0	3	5	16
CC(=O)Nc1ccc(NC(=O)C(C)OC(=O)CN(C)S(=O)(=O)c2ccc(Cl)cc2)cc1 (stereo unspecified)	-1	-1.1	-4	-1.8	11	-1	-2	-7	2	-4
CCCCc1nc(C(N)=O)c2[nH]c(=O)n(-c3ccccc3F)c2n1	-2	-1.7	-4	-2.4	6	-8	-2	-2	nt	-4
O=c1c2ccccc2cnn1Cc1n[nH]c(=S)n1C1CC2CCC1C2 (stereo unspecified)	-6	0.7	4	-0.1	-9	5	-1	-1	15	nt
CCCCCOC(=O)Cn1c(SCC(=O)Nc2ccccc2)nc2c1c(=O)[nH]c(=O)n2C	10	0.6	0	-0.5	6	3	-5	2	nt	0
COc1ccc2[nH]c(=O)c(CN(Cc3cccs3)Cc3nnnn3C(C)(C)C)cc2c1	1	5.2	-1	-3.6	nt	-3	1	17	nt	4
COc1ccc(-c2nnc(SCc3ncc(-c4ccccc4)o3)o2)cc1	-2	0.1	0	-0.5	-6	-4	13	6	nt	nt
Cc1onc(-c2ccccc2)c1C(=O)Nc1ccc(S(=O)(=O)N2CCCC2)cc1	-17	-8.0	-1	-1.8	-11	2	6	17	-1	-5
COc1ccc(-n2nc([N+](=O)[O-])c(=NCCc3ccc(Cl)cc3)n2O)cc1	6	-0.1	-1	-0.4	-5	-1	7	3	-1	5
Cc1cc(/C([O-])=C(/C(=S)Nc2ccccc2)[n+]2ccccc2)c(C)n1-c1ccccc1	-18	2.1	-9	-0.8	1	0	-4	9	6	-16
O=C(COC(=O)c1ccccc1Br)NC1CCCCCCC1	-10	1.3	1	-0.9	0	3	0	3	-4	35
O=C(O)c1ccc(CSCc2ccccc2F)o1	-3	-0.1	-2	1.2	-4	1	-4	4	nt	-12
CCC(C)(C)NC(=O)c1cc([N+](=O)[O-])ccc1N1CCOCC1	2	0.5	-3	0.2	-1	-1	5	4	-3	14
COc1ccc(CNS(=O)(=O)c2ccc3c(c2)CCN3C(=O)C2CCC2)cc1	0	-0.1	-1	-2.5	2	0	-3	-3	0	-4
O=C(NC1=NC2CCCCC2N1)c1ccccc1 (stereo unspecified)	-6	0.8	0	0.3	-2	3	-3	2	8	nt
C=CCN1CC2CC3(COc4cc(C)cc(C)c4)C=CC2(O3)C1=O (stereo unspecified)	-1	-2.1	-1	0.9	1	9	-4	6	nt	-12
CCOC(=O)C1=C(C2=CCCCC2)c2ccc(OC)cc2N(S(=O)(=O)C(F)(F)F)C1C(=O)OCC (stereo unspecified)	-19	0.5	-1	0.5	-3	0	8	-8	nt	-8
CC(C)(C)c1[nH]nc2c1C(c1ccsc1)C(C#N)=C(N)O2 (stereo unspecified)	4	-1.4	-1	-3.6	5	-3	-6	-1	-7	2
COc1cc(/C=N/Nc2cccc3cccnc23)cc(OC)c1O	6	0.3	-1	-0.5	-1	1	-4	-14	27	39
C=CC[C@@H](CC(=O)N[C@@H](CO)Cc1ccccc1)C(=O)N[C@H](COC(=O)[C@H](CC=C)CC(=O)OC(C)(C)C)Cc1ccccc1	-5	-0.8	-1	0.4	1	0	-8	7	-3	4
CCCC(=O)Nc1nc(C)c(-c2csc(Nc3ccccc3C)n2)s1	-11	-0.2	-5	-1.1	-15	-2	1	-5	-1	-17
CCCCn1c(SCC(=O)NCc2ccco2)nc2ccc(N3CCOCC3)cc2c1=O	2	-1.0	nt	-0.3	-43	2	1	-11	-7	-12
O=C(NCCN1CCOCC1)c1ccc(Cl)c(S(=O)(=O)N2CCCCC2)c1	-7	2.3	10	0.8	11	0	-3	-6	0	-4
O=C(c1cccc(S(=O)(=O)N2CCOCC2)c1)N(Cc1ccco1)Cc1cccs1	0	0.8	-2	1.0	-2	-2	2	-3	0	0
O=C(COC(=O)c1cncc(Br)c1)NCc1cccs1	-5	2.1	-1	-0.3	-2	3	4	-5	0	-3
C/C(N)=C(/C#N)C(=O)COC(=O)C1=NN(c2ccccc2)C(=O)CC1	-2	1.4	-3	-0.5	6	1	1	-16	1	10
COC(=O)c1cc(C(=O)CSc2nc(C)cc(C)n2)ccc1O	-6	1.5	-4	0.4	-3	-1	0	7	nt	4
CCC1Oc2ccccc2N(CC(=O)NCCCN2CCN(Cc3ccccc3)CC2)C1=O (stereo unspecified)	-4	2.1	7	0.2	2	1	1	-4	-2	-10
CCCCNC(=O)CSc1nnc(NC(C)=O)s1	4	-1.4	1	-0.3	1	-1	5	-1	nt	5
NS(=O)(=O)c1ccc(N/N=C/c2ccc(O)cc2O)c([N+](=O)[O-])c1	-1	-0.8	-5	-2.1	23	-3	-2	7	1	-2
CC(C)c1ccc(NS(=O)(=O)c2ccc3c(c2)oc(=O)n3C)cc1	-6	-5.1	nt	-2.4	0	1	-3	-8	-4	-9
O=C(CSc1nc(=O)n(CCCN2CCOCC2)c2c1CCCC2)Nc1cccc(Cl)c1	-2	1.2	-7	-1.3	nt	-6	-3	0	-1	-3
Cc1ccc(S(=O)(=O)c2cc3c(=O)n4ccccc4nc3n(Cc3ccco3)c2=N)cc1	-7	-13	nt	-1.6	-4	-3	-7	10	nt	18
CC(C(=O)NC1CCCCC1)N1C(=O)C2C3C=CC(C3)C2C1=O (stereo unspecified)	1	1.2	3	-2.3	-4	1	-2	1	-1	0
O=C(CCCn1c(SCc2cccc(F)c2)nc2ccccc2c1=O)NCC1CCCO1 (stereo unspecified)	-9	0.8	0	-0.3	8	1	-1	-6	1	-1
CC1CCN(CCOc2ccc(Cl)c(Cl)c2)CC1	-2	-1.4	-5	0.0	1	3	1	7	-1	40
O=C(CCn1cnnn1)Nc1ccc(Cl)cc1Cl	3	-3.5	86*	-1.2	nt	2	-5	-17	2	7
Cc1sc(NC(=O)C2CCCCC2C(=O)O)c(C(N)=O)c1-c1ccc(C(C)C)cc1 (stereo unspecified)	-7	1.9	-5	-1.1	20	-1	-2	2	nt	31
Cc1ccc(S(=O)(=O)NC(=O)N2CCCC2)cc1	-6	2.7	-1	-1.3	0	7	-3	-7	-1	7
O=C(CSc1nncn1-c1ccccc1)Nc1cc(Cl)cc(Cl)c1	1	-0.4	nt	0.0	10	-2	1	-2	-3	6
CN(Cc1ccccc1)C(=O)COC(=O)c1ccc(Br)c(S(=O)(=O)N2CCOCC2)c1	-15	-2.0	-1	0.1	12	-1	-2	1	-1	-6
COc1ccc(OCC(=O)Nc2nccs2)cc1	-1	6.4	5	-1.1	11	4	1	-1	17	2
CC(=O)N/C(=C/c1cccnc1)C(=O)Nc1ccc(Cl)cc1	0	-4.0	-3	-1.5	14	6	4	-3	-1	5
COc1cccc(C(=O)N/N=C/c2ccc(Oc3ccc([N+](=O)[O-])cn3)c(OC)c2)c1	-5	-0.3	-3	-2.2	8	1	7	-6	2	-6
COC(=O)[C@H](C)NC(=O)Nc1ccc(C)c(C)c1	7	2.4	-2	-0.8	-5	-4	0	1	nt	-6
CC(=O)c1cc2c(cc1NC(=O)c1ccco1)OCCO2	-3	-0.1	3	-1.6	9	-3	-2	-4	6	-12
COC(=O)N/N=C\c1ccc(OC(=O)c2ccco2)cc1	2	2.9	-2	0.3	2	-1	nt	7	-13	6
CC(=O)N(C(C)=O)c1nc(-c2ccccc2)cn1/N=C/c1ccccc1	-10	0.6	0	-6.3	0	3	0	-14	1	nt
O=C1N=c2ccccc2=C1c1sc(Nc2ccc(O)cc2)nc1O	-3	0.1	7	-2.6	3	2	-10	-1	27	27

(listing goes on)
SMILES	dFosB act	CDK5 inh	CAL PDZ FP-1	CAL PDZ FP-2	Rtt109 Vps75	V-ATPase pHluor	cardiac RTF act	Tat export inh	Wnt bcat act	MITF act
Cn1cccc1/C=N/N1CCN(Cc2cccc3ccccc23)CC1	-9	3.5	-5	-2.6	-4	3	4	-7	0	nt
NS(=O)(=O)c1ccc(N/N=C2/CCCc3ccccc32)c([N+](=O)[O-])c1	-3	3.3	0	0.0	-8	-3	10	-2	0	13
Cc1ccccc1C(=O)Nc1sc(C)c(C)c1C(=O)c1ccccc1	-5	1.5	-1	0.1	2	2	-7	9	nt	nt
NS(=O)(=O)c1ccc(CCNC(=O)CSc2nc3ccsc3c(=O)n2CCCCCC(=O)O)cc1	-3	-2.0	nt	-0.8	-8	-1	1	-8	-2	12

Exported with two lines to a compound: entries from further up
Each structure is followed by: dFosB act | CDK5 inh | CAL PDZ FP-1 | CAL PDZ FP-2 | Rtt109 Vps75 | V-ATPase pHluor | cardiac RTF act | Tat export inh | Wnt bcat act | MITF act
Cn1cccc1/C=N/N1CCN(Cc2cccc3ccccc23)CC1
 : -9 | 3.5 | -5 | -2.6 | -4 | 3 | 4 | -7 | 0 | nt
NS(=O)(=O)c1ccc(N/N=C2/CCCc3ccccc32)c([N+](=O)[O-])c1
 : -3 | 3.3 | 0 | 0.0 | -8 | -3 | 10 | -2 | 0 | 13
